Sm TGR block: inhibitors of Schistosoma mansoni thioredoxin glutathione reductase | 3% of 360,000 active | Q962Y6 | Potency, µM (series often up to 114 µM), for inactives: at the top dose activity change, negative = inhibition, actives largely listed as inhibitors | purified TGR, DTNB reduction, TNB absorbance 405 nm; also: potency is read from the fitted curve at half-maximal effect; nearly all actives have a fitted effect of over 60% in size
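First, TGR (20 nM dispensed) and NADPH were mixed with compound. Second, a 15 min room-temperature incubation followed. Third, further NADPH and then DTNB were added to start the reaction. Finally, TNB absorbance was monitored kinetically.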
AmpC inh detg: AmpC beta-lactamase inhibition with detergent present; AID 485294; P00811; Potency, µM (titrated, usually from 114 µM), without a hit: at the highest dose activity change, negative = inhibition, actives largely listed as inhibitors; 0.041% of 370,000 active; AmpC hydrolysis of nitrocefin, absorbance 480 nm, 0.01% Triton;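 also: potency is read from the fitted curve at half-maximal effect; 0% = no-compound wells and -100% = no-enzyme wells; nearly all actives have a fitted effect of over 25% in size; some results filed as inactive show a strong effect at the top dose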
Target sequence (P00811 whole entry, looked up): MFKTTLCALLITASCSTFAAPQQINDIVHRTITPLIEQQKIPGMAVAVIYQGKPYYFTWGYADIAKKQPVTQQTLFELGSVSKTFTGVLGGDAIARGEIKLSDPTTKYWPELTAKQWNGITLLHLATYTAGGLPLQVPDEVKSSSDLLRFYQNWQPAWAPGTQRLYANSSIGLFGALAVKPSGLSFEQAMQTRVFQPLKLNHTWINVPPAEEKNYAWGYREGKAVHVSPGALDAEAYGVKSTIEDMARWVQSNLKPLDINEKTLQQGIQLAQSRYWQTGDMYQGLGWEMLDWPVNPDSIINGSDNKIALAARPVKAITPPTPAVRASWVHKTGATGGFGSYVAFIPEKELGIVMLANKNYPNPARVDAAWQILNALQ
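AmpC (5.3 nM in the dispensed reagent) in 20 mM phosphate pH 7.0 with 0.01% (detergent screen) or 0.0001% Triton X-100 was preincubated with compounds for 15 min at room temperature. Nitrocefin was then added from an 800 uM solution, and hydrolysis was followed at 480 nm.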
HCMV inh: human cytomegalovirus inhibition | activity change, negative = inhibition, % at 57.5 µM | 4.5% of 410,000 active | HFF cells, HCMV-luciferase reporter, 72 h; active compounds read low | AID 1259415; in the data active = activity change below about -60%; inconclusive = no clear call, values can overlap the other calls; inactive = above about -39%
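Screen run at 2 compound doses on HFFs infected with reporter HCMV, MOI 1 PFU/cell. Luciferase activity from cell lysates at 72 h post infection gave inhibition relative to buffer-only and Salinomycin wells.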
AMA1-RON2 inh: AMA1-RON2 (P. falciparum) interaction inhibition; AlphaScreen AMA1-biotinylated RON2 peptide binding; Potency, µM (series often up to 58.2 µM), inactives show at the top dose activity change, negative = inhibition, hits mostly inhibitors; 0.2% of 360,000 active; AID 720542;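 also: potency is read from the fitted curve at half-maximal effect; 0% = vehicle wells and -100% = peptide control; nearly all actives have a fitted effect of over 45% in size; some results filed as inactive show a strong effect at the top dose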
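AMA1 (3D7) with his tag at 25 nM final met compounds first, then biotinylated RON2 peptide at 25 nM; detection used donor plus acceptor beads, 10 µg/mL apiece, read by AlphaScreen after 30 min at room temperature.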
AmpC no deterg: inhibitors of E. coli AmpC beta-lactamase without detergent. P00811. AmpC nitrocefin hydrolysis, absorbance 480 nm, 0.0001% Triton. Potency, µM (series often up to 57.1 µM), without a hit: at the highest dose activity change, negative = inhibition, most hits filed as inhibitors. 0.52% of 330,000 active;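 also: potency is read from the fitted curve at half-maximal effect; plate controls were no compound for no effect and no enzyme for full effect; nearly all actives have a fitted effect of over 20% in size; some results filed as inactive show a strong effect at the top dose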
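20 mM phosphate pH 7.0 + 0.01% (detergent screen) or 0.0001% Triton X-100; 5.3 nM AmpC reagent; cpd preinc 15 min RT; nitrocefin (800 uM stock) to start; A480 q20 s × 4 min; Activity was normalised to no-enzyme and no-compound control wells.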
Giardia FBPA inh: Giardia lamblia aldolase inhibition | A8B2U2 | purified Giardia FBPA | Potency, µM (doses to about 59.6 µM), without a hit: at the highest dose activity, negative = inhibition, most hits filed as inhibitors | 0.71% of 290,000 active | AID 2451; also: potency is read from the fitted curve at half-maximal effect; nearly all actives have a fitted effect of over 55% in size
Target sequence (A8B2U2 whole entry, looked up): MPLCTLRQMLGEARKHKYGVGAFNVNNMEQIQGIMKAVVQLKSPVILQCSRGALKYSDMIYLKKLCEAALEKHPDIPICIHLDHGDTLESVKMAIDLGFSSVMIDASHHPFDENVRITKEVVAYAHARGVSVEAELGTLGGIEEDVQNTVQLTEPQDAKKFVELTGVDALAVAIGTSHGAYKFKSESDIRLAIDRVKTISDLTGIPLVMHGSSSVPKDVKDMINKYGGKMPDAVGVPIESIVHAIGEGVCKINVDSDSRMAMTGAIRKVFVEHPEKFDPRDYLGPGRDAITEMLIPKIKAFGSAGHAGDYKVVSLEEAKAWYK
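Giardia FBPA (40 nM reagent) was preincubated 10 min at RT with compound (up to 57.5 uM final), then substrate plus GAPDH/TPI/NAD/arsenate coupling system with diaphorase/resazurin was added; resorufin fluorescence (525/598 nm) was read after 20 min.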
Numbers without * were called inactive; & = joins results of further samples; [ ] = dose if it differs, or a comment. Unless noted, calls follow the shape of the dose curve; as a rule, active = well fitted curve in the direction sought with a large enough effect; inconclusive = small, poorly fitted or top-dose-only effect, or another doubt; inactive = no such curve, though single readings can be large; an effect the other way counts as inactive or inconclusive. Unless noted, % is scaled to controls: 0 for no effect and ±100 for the full control effect.

For C=CCN1N=C(/C=C/c2ccc(OC)cc2)CCC1=O the results were Sm TGR block 13%, AmpC inh detg 4%, HCMV inh 48, AMA1-RON2 inh -2%, AmpC no deterg 2% and Giardia FBPA inh 6%.
CCOc1ccccc1C(=O)N(CCC(=O)OC)c1ccccn1 was read as Sm TGR block 5%, AmpC inh detg -4%, HCMV inh -7, AMA1-RON2 inh 0%, AmpC no deterg -12% and Giardia FBPA inh 7%.
C[C@H](NC(=O)N1CCC(Cc2ccccc2)CC1)C(=O)O was read as Sm TGR block -2%, AmpC inh detg 3%, HCMV inh inconclusive, AMA1-RON2 inh 5%, AmpC no deterg -8% and Giardia FBPA inh -2%.
For Cc1ccc(NC(=O)C2CCC(CNS(=O)(=O)c3ccc4c(c3)CCCC(=O)N4)CC2)c(C)c1 (centres undefined) the results were Sm TGR block 5%, AmpC inh detg 0% and HCMV inh -11.
`Cc1nn(C)cc1/C=N/n1nnnc1N` gave Sm TGR block 29%[11.4 µM], AmpC inh detg 1%, HCMV inh 40, AMA1-RON2 inh 6%, AmpC no deterg -7% and Giardia FBPA inh 4%.
For COc1ccc(OCc2cc(C(=O)NC(C)c3csc(C)n3)no2)c(Cl)c1 (centres undefined) the results were Sm TGR block 12%, AmpC inh detg 4%, HCMV inh 58, AMA1-RON2 inh -1%, AmpC no deterg 57% and Giardia FBPA inh -7%.
For CCOc1ccccc1Nc1sc(C(=O)c2ccccc2)c(N)c1C(=O)NCCc1ccccc1 the results were Sm TGR block -3%, AmpC inh detg 10% and HCMV inh 8.
For CCc1nn(CC(=O)NC(C)CC)c(=O)c2cc3c(OC)cccc3n12 (centres undefined) the results were Sm TGR block 1%, AmpC inh detg 23% and HCMV inh -24.
For COc1ccc(C)cc1S(=O)(=O)N(C)CC(=O)NC1CCCCCC1 the results were Sm TGR block 2%, AmpC inh detg -7%, HCMV inh -29, AMA1-RON2 inh 5%, AmpC no deterg 36% and Giardia FBPA inh 0%.
`CCOc1nc2c(c(-c3cccs3)c1C#N)Cc1ccccc1-2` gave Sm TGR block 16%, AmpC inh detg -7%, HCMV inh 21, AMA1-RON2 inh -11%, AmpC no deterg -15% and Giardia FBPA inh 4%.
C=CCn1c(O)c(N=NC(=O)CNC(=O)/C=C/c2ccc(OC)cc2)c2ccccc21 was read as Sm TGR block 13%, AmpC inh detg 3%, HCMV inh -23, AMA1-RON2 inh inconclusive, AmpC no deterg -39% and Giardia FBPA inh 3%.
COC(=O)CSc1nnc2c(C)cc3cc4c(cc3n12)OCCO4 was read as Sm TGR block 4%, AmpC inh detg -8%, AmpC no deterg -7% and Giardia FBPA inh -3%.
O=C(Nc1ccc(S(=O)(=O)Nc2ncccn2)cc1)c1ccc(Br)o1 was read as Sm TGR block 0%, AmpC inh detg -2%, HCMV inh 1, AMA1-RON2 inh -7%, AmpC no deterg -16% and Giardia FBPA inh 0%.
For Cc1cc(C)c(NC(=O)CSc2cccc[n+]2[O-])c(C)c1 the results were HCMV inh 14, AMA1-RON2 inh 8% and AmpC no deterg -10%.
For N=c1c(C(=O)NC2CCCCC2)cc2c(=O)n3ccccc3nc2n1Cc1ccco1 the results were Sm TGR block -8%, AmpC inh detg 6%, HCMV inh 31, AMA1-RON2 inh -15% and AmpC no deterg -23%.
`CS(=O)(=O)N(Cc1ccccc1)c1ccc(C(=O)N2CCOCC2)cc1` gave Sm TGR block -9%, AmpC inh detg -8%, HCMV inh -5, AMA1-RON2 inh 4%, AmpC no deterg -9% and Giardia FBPA inh 6%.
`Cc1nn(C)c(C(=O)N/N=C/c2ccncc2)c1Cl` gave Sm TGR block -17%, AmpC inh detg 7%, HCMV inh 9, AMA1-RON2 inh 11% and AmpC no deterg -14%.
`CCC(=O)NC(=S)NNC(=O)COc1ccc(Br)cc1` gave AmpC inh detg 5%, HCMV inh -20, AMA1-RON2 inh 12%, AmpC no deterg -21% and Giardia FBPA inh 8%.
COC(=O)Cc1ccc(O)c(N)c1 was read as Sm TGR block inconclusive, AmpC inh detg 4%, HCMV inh -25, AMA1-RON2 inh -5%, AmpC no deterg -22% and Giardia FBPA inh -8%.
`O=C(NC1CC2CCCC(C1)N2Cc1cccs1)c1ccc([N+](=O)[O-])cc1` (centres undefined) gave Sm TGR block -10%, AmpC inh detg -8%, AmpC no deterg -33%[11.4 µM] and Giardia FBPA inh 1%.
O=c1cccc2n1CC1CNC[C@H]2C1 was read as Sm TGR block -24%, AmpC inh detg -7%, HCMV inh 10, AMA1-RON2 inh 0%, AmpC no deterg -12% and Giardia FBPA inh 4%.
For CCCCn1c(N)c(N(CC(C)C)C(=O)C2CCN(C(=O)c3ccc(F)cc3)CC2)c(=O)[nH]c1=O the results were Sm TGR block -3%, AmpC inh detg -14%, HCMV inh 6, AMA1-RON2 inh -10% and AmpC no deterg 128%[activator].
`O=S(=O)(c1ccc(Cl)c(F)c1)N1CCC(c2nc(-c3ccncc3)no2)CC1` gave Sm TGR block 1%, AmpC inh detg -3%, HCMV inh -34, AMA1-RON2 inh -2%, AmpC no deterg 1% and Giardia FBPA inh 0%.
Screening CC1=C(C(=O)OC2CCCCCC2)C(c2c(Cl)cccc2Cl)CC(=O)N1 (centres undefined) returned Sm TGR block 1%, AmpC inh detg 12% and HCMV inh -24.
For C=CCOC(=O)C1=C(C)NC(SCC(=O)Nc2ccccc2)=C(C#N)C1c1ccco1 (centres undefined) the results were Sm TGR block -13%, AmpC inh detg -1%, HCMV inh -15, AMA1-RON2 inh -5%, AmpC no deterg 10% and Giardia FBPA inh -6%.
`O=C(C[C@@H]1C/C=C/CC[C@H](Cc2ccc(F)cc2)C(=O)O[C@H](c2ccccc2)CNC1=O)NCCO` gave HCMV inh -11, AMA1-RON2 inh 11% and AmpC no deterg 136%[activator].
Screening COc1ccc(C(=O)NCC(c2ccco2)N(C)C)cc1S(=O)(=O)NCc1ccc(Cl)cc1 (centres undefined) returned Sm TGR block inconclusive, AmpC inh detg 6%, HCMV inh inconclusive, AMA1-RON2 inh -2% and AmpC no deterg -11%.
`O=C(C1CCC(Cn2c(=O)c3sccc3n(Cc3ccccc3F)c2=O)CC1)N1CCCCC1` (centres undefined) gave Sm TGR block 19%, AmpC inh detg 18% and HCMV inh 3.
Screening COc1ccc(Cl)cc1NC(=O)c1c(NCc2ccc(C)o2)sc2c1CCCC2 returned Sm TGR block 28µM*, AmpC inh detg -7% and HCMV inh 25.
`CCCOc1ccc(N2C(=O)CC(N(CCC)C(=O)CCC(=O)O)C2=O)cc1` (centres undefined) gave Sm TGR block -9%, AmpC inh detg -1%, HCMV inh 0, AMA1-RON2 inh 2%, AmpC no deterg -27% and Giardia FBPA inh -1%.
For C[C@H](CO)N1C[C@H](C)[C@@H](CN(C)Cc2ccc(Cl)c(Cl)c2)Oc2ccc(NC(=O)Cn3cnnn3)cc2C1=O the results were HCMV inh 20, AMA1-RON2 inh -7% and AmpC no deterg 278%[activator].
CC(=O)c1ccc(OC(=O)C2CC(=O)N(c3cccc(C)c3)C2)cc1 (centres undefined) was read as Sm TGR block inconclusive, AmpC inh detg -7%, HCMV inh 28, AMA1-RON2 inh -4%, AmpC no deterg -12% and Giardia FBPA inh -17%.
Screening O=C(Nc1ccc(F)cc1)c1cccnc1NCCc1ccccc1 returned Sm TGR block -10%, AmpC inh detg -11%, HCMV inh -29, AMA1-RON2 inh 12%, AmpC no deterg -25% and Giardia FBPA inh -10%.
Screening Cc1ccc(OCCSc2nc3ncnc(N)c3[nH]2)cc1 returned Sm TGR block 97%[activator], AmpC inh detg -13%, HCMV inh -3, AMA1-RON2 inh 24%, AmpC no deterg -23% and Giardia FBPA inh 8%.
For CCCC(=O)NC(=S)Nc1cccc(Cl)c1N1CCCC1 the results were Sm TGR block 61%[activator], AmpC inh detg -12%, HCMV inh 65, AMA1-RON2 inh 46%[activator], AmpC no deterg 36%[activator] and Giardia FBPA inh -5%.
For Cc1ccc(NC(=O)CCC(=O)NNC(=O)Cc2ccccc2)cc1C the results were Sm TGR block 3%, AmpC inh detg -8%, HCMV inh 37, AMA1-RON2 inh 3%, AmpC no deterg -14% and Giardia FBPA inh -1%.
COC(=O)c1ccc(CN2C(=O)NC3(CCC(C)CC3)C2=O)o1 (centres undefined) was read as Sm TGR block 0%, AmpC inh detg -7%, HCMV inh -11, AMA1-RON2 inh 4%, AmpC no deterg -8% and Giardia FBPA inh 3%.
`CC(C)NS(=O)(=O)c1ccc(NC(=O)C(C)OC(=O)CCC2CCCCC2)cc1` (centres undefined) gave Sm TGR block -1%, AmpC inh detg 0%, HCMV inh -13, AMA1-RON2 inh 5% and AmpC no deterg -5%.
For CCOC(=O)c1ccc(NC(=O)C2=C(C)C(=O)OC23CCN(C(C)=O)CC3)cc1 the results were Sm TGR block -2%, AmpC inh detg 0% and HCMV inh inconclusive.
`CCCn1c(=S)[nH]c2cc(C(=O)N3CCc4ccccc4C3)ccc2c1=O` gave Sm TGR block 6%, AmpC inh detg -1%, HCMV inh inconclusive, AMA1-RON2 inh 59%[activator], AmpC no deterg -27% and Giardia FBPA inh -13%.
CCc1ccccc1NS(=O)(=O)c1ccc(OC)c2ncccc12 was read as Sm TGR block 4%&0%, AmpC inh detg -10%&11%, HCMV inh inconclusive, AMA1-RON2 inh 5%, AmpC no deterg -4% and Giardia FBPA inh 4%.
O=C(Cc1cccs1)N/N=C/c1ccccn1 was read as Sm TGR block 0%, AmpC inh detg 3%, HCMV inh 15, AMA1-RON2 inh 101%[activator], AmpC no deterg -12% and Giardia FBPA inh inconclusive.
Screening COc1ccc(CCNC(=O)COC(=O)c2ccccc2NCCO)cc1OC returned Sm TGR block -1%, AmpC inh detg inconclusive, HCMV inh 27, AMA1-RON2 inh 10% and AmpC no deterg -4%.
Screening O=c1[nH]c(=O)n(Cc2ccccc2)c2nc(-c3ccco3)cc(C(F)(F)F)c12 returned Sm TGR block inconclusive, AmpC inh detg inconclusive, HCMV inh 58, AMA1-RON2 inh 1%, AmpC no deterg -25% and Giardia FBPA inh -1%.

Retrieved by compound from the entries so far, 4 records:
For COc1ccc(C)cc1S(=O)(=O)N(C)CC(=O)NC1CCCCCC1 the results were Sm TGR block 2%, AmpC inh detg -7%, HCMV inh -29, AMA1-RON2 inh 5%, AmpC no deterg 36% and Giardia FBPA inh 0%.
CCOc1ccccc1C(=O)N(CCC(=O)OC)c1ccccn1 was read as Sm TGR block 5%, AmpC inh detg -4%, HCMV inh -7, AMA1-RON2 inh 0%, AmpC no deterg -12% and Giardia FBPA inh 7%.
For C=CCN1N=C(/C=C/c2ccc(OC)cc2)CCC1=O the results were Sm TGR block 13%, AmpC inh detg 4%, HCMV inh 48, AMA1-RON2 inh -2%, AmpC no deterg 2% and Giardia FBPA inh 6%.
COC(=O)CSc1nnc2c(C)cc3cc4c(cc3n12)OCCO4 was read as Sm TGR block 4%, AmpC inh detg -8%, AmpC no deterg -7% and Giardia FBPA inh -3%.

From PubChem BioAssay
